Screening results: PubChem BioAssay, National Center for Advancing Translational Sciences (NCATS)
GLP-1R agonist: GLP-1 receptor (human) agonism; HEK293 GLP-1R CRE-luciferase, luminescence, 4-6 h; cells express a hypersensitive GLP-1R form; 0.007% of 380,000 active; Potency, µM (titrated, usually from 45.6 µM), inactives show at the highest dose activation, actives largely listed as activators; P43220; also: potency is read from the fitted curve at half-maximal effect; % of control where 0% means no effect
Target sequence (P43220 whole entry, looked up): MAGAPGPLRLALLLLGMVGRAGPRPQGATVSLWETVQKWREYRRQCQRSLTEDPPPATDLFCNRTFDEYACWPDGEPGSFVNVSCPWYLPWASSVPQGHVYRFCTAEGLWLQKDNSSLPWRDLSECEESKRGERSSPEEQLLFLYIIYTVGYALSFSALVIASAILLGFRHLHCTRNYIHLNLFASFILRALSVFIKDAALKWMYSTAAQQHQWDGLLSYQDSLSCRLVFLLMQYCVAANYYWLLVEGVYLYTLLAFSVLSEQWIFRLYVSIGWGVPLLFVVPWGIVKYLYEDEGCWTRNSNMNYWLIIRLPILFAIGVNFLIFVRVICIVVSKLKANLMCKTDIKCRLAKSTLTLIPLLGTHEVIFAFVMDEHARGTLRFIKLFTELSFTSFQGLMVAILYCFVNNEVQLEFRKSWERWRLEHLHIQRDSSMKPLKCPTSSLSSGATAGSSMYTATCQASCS
DRD3 agonist: D3 dopamine receptor (human) agonism; max activation, %; AID 652048; 0.58% of 410,000 active; D3R DiscoveRx beta-arrestin cells, luminescence, 90 min; P35462; in the data active = max activation above about 30%; also: 0% is about no effect; mostly tested at two doses, the higher about 12 µM
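Cells at 1500/well, incubated overnight, then treated with pinned compounds (dopamine as control) for 90 min at 37 degrees C. DiscoveRx reagent added for 30 - 60 minutes at room temperature; luminescence read.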
KB-V1 cytotox: kills drug-selected multidrug resistant KB-V1 cells; KB-V1 MDR cells viability, CellTiter-Glo, 72 h; Potency, µM (doses to about 46.1 µM), for the others: at the highest dose activity change, negative = cytotoxicity, usual class: cytotoxic; 3.4% of 400,000 active; AID 1347076; also: potency is read from the fitted curve at half-maximal effect; % is scaled to controls: 0 for no effect and ±100 for the full control effect; nearly all actives have a fitted effect of over 60% in size
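In this primary screen, KB-V1 cells overexpressing P-gp are incubated with library compounds (lowest to highest concentration) for 72 h at 37 degrees C before a luminescent ATP viability read.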
TDP-43 yeast inh: rescues yeast growth from TDP-43 toxicity. TDP-43 expressing yeast growth rescue, BacTiter-Glo, 24 h. AID 652104. 1.8% of 410,000 active. Potency, µM (highest dose often 46.1 µM), for the others: at the highest dose growth rescue (activation), usual class: activators; also: potency is read from the fitted curve at half-maximal effect; % of control where 0% means no effect; nearly all actives have a fitted effect of over 50% in size
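Cell-based yeast growth screen: TDP-43 expression induced in galactose, inoculum OD600=0.02 after raffinose pregrowth to mid-log. Read-out BacTiter-Glo luminescence at 24 hr, 30 deg C; inhibition of toxicity seen as signal increase.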
GLP-1R inv ag: acts as inverse agonist at human GLP-1 receptor | P43220 | HEK293 GLP-1R CRE-luciferase, luminescence, 24 h; GLP-1R form is constitutively active | Potency, µM (titrated, usually from 38.3 µM), for inactives: at the top dose activity change, negative = inhibition, actives largely listed as inhibitors | 1.6% of 410,000 active; also: potency is read from the fitted curve at half-maximal effect; % is scaled to controls: 0 for no effect and ±100 for the full control effect; nearly all actives have a fitted effect of over 55% in size
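Inverse agonists were sought by their lowering of basal cAMP reporter luciferase output in HEK293 cells stably carrying constitutively active human GLP-1R, after 24 h compound treatment.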
HEK293 tox: cytotoxicity in counter-screen for GLP-1R inverse agonists. HEK293 cAMP-luciferase reporter cells, luminescence, 24 h. Potency, µM (series often up to 38.3 µM), inactives show at the highest dose activity change, negative = inhibition, usual class: inhibitors. 0.13% of 410,000 active;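 also: loss of luciferase light is scored as toxicity; potency is read from the fitted curve at half-maximal effect; % is scaled to controls: 0 for no effect and ±100 for the full control effect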
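Cells in DMEM/10% Nu serum/1% pen-strep, 1536-well format. Pre-incubated 12 h, dosed with 23 nL compound, incubated a further 24 h. Luciferase detection, 12 min at room temp, luminescence.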
DRD3 antagonist: blocks the human D3 dopamine receptor | P35462 | D3R cells, DiscoveRx beta-arrestin luminescence, antagonist mode; active compounds read low | max response, negative = inhibition, % | 2.5% of 360,000 active; in the data active = max response below about -50%; inconclusive = no clear call, values can overlap the other calls; also: % is scaled to controls: 0 for no effect and ±100 for the full control effect; mostly tested at two doses, the higher about 12 µM
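Cells expressing the human receptor were seeded at 1500 cells/well, incubated overnight at 37 degrees C in 5% CO2, then exposed to library compounds with dopamine controls for 90 minutes at 37 degrees C before luminescent detection.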
PTHR1 ag: agonists of human PTHR1 parathyroid hormone receptor; Potency, µM (series often up to 115 µM), inactives show top-dose activation, most hits filed as activators; 0.075% of 410,000 active; Q03431; HEK293 GP2 PTHR1 cells, GloSensor cAMP luminescence, 1 h; also: potency is read from the fitted curve at half-maximal effect; nearly all actives have a fitted effect of over 55% in size; some results filed as inactive show a strong effect at the top dose; inactives centre near -15; many of its hits are not listed in these tables
Target sequence (Q03431 whole entry, looked up): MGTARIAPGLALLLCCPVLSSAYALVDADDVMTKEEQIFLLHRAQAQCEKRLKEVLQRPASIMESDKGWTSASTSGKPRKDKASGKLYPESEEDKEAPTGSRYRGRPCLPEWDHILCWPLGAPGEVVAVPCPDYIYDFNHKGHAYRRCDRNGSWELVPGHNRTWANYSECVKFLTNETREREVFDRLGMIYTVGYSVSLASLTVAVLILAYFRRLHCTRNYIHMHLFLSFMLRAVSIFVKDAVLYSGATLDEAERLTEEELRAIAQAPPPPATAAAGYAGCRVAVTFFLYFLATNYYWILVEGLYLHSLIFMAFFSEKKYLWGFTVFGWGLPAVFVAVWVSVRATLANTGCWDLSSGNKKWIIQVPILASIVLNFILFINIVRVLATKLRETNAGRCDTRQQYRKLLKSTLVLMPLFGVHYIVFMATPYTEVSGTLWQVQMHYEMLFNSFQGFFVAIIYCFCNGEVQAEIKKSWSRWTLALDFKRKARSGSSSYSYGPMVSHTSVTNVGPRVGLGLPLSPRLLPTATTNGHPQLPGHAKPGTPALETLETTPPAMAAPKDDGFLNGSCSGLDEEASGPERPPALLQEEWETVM
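HEK-293-derived GP2 cells expressing PTHR1 and a GloSensor cAMP reporter, 3,000/well, plated overnight, given luciferin plus IBMX (each 0.5 mM as added) for 1 h at 37 °C, then compound for 1 h at 37 °C. Luminescence was read after 15 min at room temperature.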
aSyn rescue: inhibitors of alpha-synuclein toxicity in yeast; Potency, µM (top dose mostly 46.1 µM), for inactives: at the top dose growth rescue (activation), usual class: activators; AID 652106; Yeast expressing alpha-synuclein, growth rescue, BacTiter-Glo, 24 h; 0.14% of 370,000 active; also: potency is read from the fitted curve at half-maximal effect; % of control where 0% means no effect; nearly all actives have a fitted effect of over 65% in size
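Rescue of yeast growth: cells expressing toxic alpha-synuclein, induced in galactose at OD600 0.02, incubated with compound 24 h at 30 C. ATP luminescence quantified growth; inhibitors of toxicity appear as activators.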
Numbers without * were called inactive; i = inactive; ? = inconclusive; nt = no result given; & = joins results of further samples; [ ] = another dose, or the depositor's remark. Unless noted, calls follow the shape of the dose curve; as a rule, active = well fitted curve in the direction sought with a large enough effect; inconclusive = small, poorly fitted or top-dose-only effect, or another doubt; inactive = no such curve, though single readings can be large; an effect the other way counts as inactive or inconclusive.

SMILES	GLP-1R agonist	DRD3 agonist	KB-V1 cytotox	TDP-43 yeast inh	GLP-1R inv ag	HEK293 tox	DRD3 antagonist	PTHR1 ag	aSyn rescue
COC(=O)C1=C(c2cccc(C#N)c2)C[C@@H]2CC[C@H]1N2C(=O)NCCNC(C)=O	-0.8%	1.9	-7.0%	5.8%	2.5%	11.9%	0.3	i	-0.5%
COc1cc2ccc(=O)oc2c2ccoc12	13.6%	1.0	-3.6%	?	51.3%[activator]	-8.9%	-20.9	-5.3%	5.0%
CCCNC(=O)N1[C@H]2CC[C@@H]1C(C(=O)OC)=C(c1ccc(S(C)(=O)=O)cc1)C2	-1.6%	-3.2	?	6.6%	2.1%	-0.4%	4.9	i	-3.5%
CC(=O)OC1CC2(O)C3CCC4CC(O)CCC4(C)C3CCC2(C)C1C1=CC(=O)OC1 (configuration not stated)	-5.3%	12.7	?	29.5%	?	?	36.2	-7.2%	3.5%
COc1ccc(CCNC(=O)CCc2c(C)nc3c(-c4ccc(F)cc4)c(C)nn3c2C)cc1OC	0.3%	-15.6	0.7%	-8.5%	11.7%	19.5%	nt	-30.0%[inhibitor]	nt
COc1cc(/C=N/NC(=O)c2sc(N)c(C#N)c2C)ccc1O	-25.6%	3.5	21.8%	0.2%	125.9%[activator]	52.2%[activator]	-27.4	i	-1.1%
O=[N+]([O-])c1ccc(N2CCNCC2)cc1Sc1ccccn1	7.5%	-9.0	?	-13.5%	-32.6%	-9.1%	-27.2	i	-0.8%
FC(F)(F)c1ccc2c(c1)ncn2C1CCN(Cc2nnnn2C2CCCCC2)CC1	8.7%	1.6	7.31µM*	26.7%	0.0%	-16.8%	-13.5	i	10.9%
Cc1ccc(-c2nc3ccccc3c(=O)n2-c2ccc(Br)cn2)cc1	-1.1%	-0.9	-17.6%	3.1%	-10.4%	-9.0%	0.0	i	-3.0%
O=c1[nH]c(=S)n(-c2cccc(C(F)(F)F)c2)c(O)c1C=NCCN1CCNCC1	3.3%	-4.1	-3.0%	-9.5%	5.1%	-8.8%	9.4	-39.4%[inhibitor]	8.8%
CCOc1ccc(OCC)c(NC(=O)CN2CCN(c3ccc(C)cc3C)CC2)c1	5.3%	3.0	-4.7%	-8.4%	?	-28.3%	0.0	-12.4%	-34.4%[inhibitor]
O=C1NC(=O)C(=Cc2cc3c(cc2[N+](=O)[O-])OCO3)C(=O)N1	0.1%	4.9	0.3%	-1.8%	-9.8%	32.3%[activator]	1.9	-2.8%	-0.2%
CCN(c1cccc(C)c1)S(=O)(=O)c1ccc2c(c1)oc(=O)n2C	6.2%	-8.2	?	6.7%	?	1.8%	0.0	-11.7%	15.4%
CN1CC[C@]23c4c5ccc(O)c4OC2C(O)C=CC3[C@H]1C5 (some centres not stated)	-2.9%	-90.0	9.4%	12.9%	-8.4%	4.3%	0.0	?	-3.6%
CCC(=NCCC(c1ccccc1)c1ccccc1)c1c(O)n(C)c(=O)n(C)c1=O	-0.9%	3.0	?	-6.2%	14.8%	-0.5%	13.0	-17.6%	-1.5%
CCNC(=S)N1CCn2cccc2C1c1cccnc1 (configuration not stated)	1.6%	1.5	-10.4%	17.8%	0.8%	-2.2%	19.9	-0.8%	4.9%
C[N+]1(C)CCOC(O)(c2ccc(-c3ccc(C4(O)C[N+](C)(C)CCO4)cc3)cc2)C1 (configuration not stated)	-4.9%	-3.4	19.4%	5.01µM*	8.6%	3.2%	-27.5	-0.4%	-7.1%&-3.4%
COC(=O)C1=C(c2cccc(OC)c2OC)C[C@@H]2CC[C@H]1N2C(=O)NC(C)C	10.4%	-10.2	6.5%	3.9%	4.5%	-0.2%	11.5	i	0.0%
COC(=O)C1=C(c2ccc(-c3ccccc3)c(F)c2)C[C@@H]2CC[C@H]1N2C(=O)NC(C)C	14.1%	3.1	?	?	5.7%	-4.2%	19.8	-24.1%	4.1%
CC(C)(C)NC(=S)/N=C(\N)N[N+](=O)[O-]	-0.1%	-8.8	?	0.1%	14.7%	0.5%	-5.5	-29.5%	-0.4%
CCOP(=O)(Cc1cc(C(C)=O)c(C)o1)OCC	-5.9%	-9.8	-19.7%	-17.4%	5.0%	0.0%	-11.8	i	-21.9%
COC(=O)C1=C(c2c(C)noc2C)C[C@@H]2CC[C@H]1N2C(=O)NC1CC1	-0.1%	7.4	12.5%	4.0%	12.2%	6.4%	0.0	-22.6%	-2.2%
COc1ccc(NC(=O)N2C[C@@H]3C[C@@H](C2)c2cccc(=O)n2C3)cc1	-4.1%	-8.6	-21.4%	19.1%	7.7%	-4.8%	-22.5	-17.1%	2.0%
CC(=O)N(C)C1=Nc2ccc(Cl)cc2C(c2ccccc2)=[N+]([O-])C1	8.0%	1.0	1.2%	-5.8%	-0.7%	2.8%	12.3	-1.7%	0.1%
Cc1cc(OCC(=O)N[C@H](C(=O)O)c2ccccc2)c2c3c(c(=O)oc2c1)CCC3	-1.4%	12.9	?	16.1%	-0.1%	3.0%	-19.8	7.4%	0.0%
CC(N=Cc1c(O)[nH]c(=O)[nH]c1=O)c1ccccc1 (configuration not stated)	-1.3%	-0.5	7.2%	-3.3%	0.0%	4.5%	6.2	i	-0.2%
CNC(=O)O/N=C(\N)Cc1csc2ccc(Cl)cc12	32.8%	8.5	?	?	?	?	38.2	-14.7%	-3.3%
CCOC(=O)CN1C(=O)S/C(=C/c2ccc(O)c([N+](=O)[O-])c2)C1=O	0.3%	5.6	?	?	?	?	-11.2	-47.2%[inhibitor]	14.4%
O=C(Nc1ccccc1)Oc1ccccc1	9.5%	-7.2	?	-14.6%	-1.6%	4.5%	-9.1	i	-15.0%
CC1CN=C(NCc2ccccc2)S1 (configuration not stated)	-0.5%	-1.4	9.1%	12.1%	0.6%	-20.4%	14.9	i	-1.7%

Quoted at random: 5 entries already listed.
SMILES	GLP-1R agonist	DRD3 agonist	KB-V1 cytotox	TDP-43 yeast inh	GLP-1R inv ag	HEK293 tox	DRD3 antagonist	PTHR1 ag	aSyn rescue
FC(F)(F)c1ccc2c(c1)ncn2C1CCN(Cc2nnnn2C2CCCCC2)CC1	8.7%	1.6	7.31µM*	26.7%	0.0%	-16.8%	-13.5	i	10.9%
CCOc1ccc(OCC)c(NC(=O)CN2CCN(c3ccc(C)cc3C)CC2)c1	5.3%	3.0	-4.7%	-8.4%	?	-28.3%	0.0	-12.4%	-34.4%[inhibitor]
CC(=O)OC1CC2(O)C3CCC4CC(O)CCC4(C)C3CCC2(C)C1C1=CC(=O)OC1 (configuration not stated)	-5.3%	12.7	?	29.5%	?	?	36.2	-7.2%	3.5%
CNC(=O)O/N=C(\N)Cc1csc2ccc(Cl)cc12	32.8%	8.5	?	?	?	?	38.2	-14.7%	-3.3%
O=c1[nH]c(=S)n(-c2cccc(C(F)(F)F)c2)c(O)c1C=NCCN1CCNCC1	3.3%	-4.1	-3.0%	-9.5%	5.1%	-8.8%	9.4	-39.4%[inhibitor]	8.8%

Next results
SMILES	GLP-1R agonist	DRD3 agonist	KB-V1 cytotox	TDP-43 yeast inh	GLP-1R inv ag	HEK293 tox	DRD3 antagonist	PTHR1 ag	aSyn rescue
Cc1cccc(NC(=O)Cn2cc(C(=O)c3ccccc3)c3ccccc32)c1C	nt	-14.7	-36.5%	16.8%	18.5%	2.5%	nt	-49.6%[inhibitor]	nt
Cc1cccc(N2C(=O)NC(=O)/C(=C/c3cc4c(cc3[N+](=O)[O-])OCO4)C2=O)c1	-0.1%	-2.6	-4.8%	13.6%	11.1%	293.0%[activator]	-13.0	-30.0%[inhibitor]	2.0%
Cc1cc(OCC(=O)N2CCN(CCc3ccncc3)CC2)ccc1Cl	nt	-14.8	-2.8%	-13.9%	?	3.4%	nt	-16.4%	nt
CCOC(=O)c1ccc(NC(=O)CSc2ccc(-c3cccnc3)nn2)cc1	6.1%	-8.9	-17.6%	nt	0.3%	-7.2%	-18.8	-45.5%[inhibitor]	-0.2%
CC1OC(OC2C=C3CCC4C(CCC5(C)C(c6ccc(=O)oc6)CCC45O)C3(C)CC2)C(O)C(OC2OC(CO)C(O)C(O)C2O)C1O (configuration not stated)	-36.1%	14.0	?	-6.4%	-71.9%	-55.2%	72.9	-35.2%	1.4%
C=C(C=O)C[C@@H]1C[C@H](O)C2OC3C[C@]4(C)OC5/C=C\CC6OC7C(CC=CCC6OC5CCCC4OC3CC2O1)OC1CC2OC3CC(=O)OC3C[C@@H](C)C[C@@]2(C)OC1C[C@@H]7C (some centres not stated)	-1.9%	-46.0	8.2µM*	22.4µM*	?	-2.4%	?	-60.0%[inhibitor]	-0.2%
COc1ccccc1NC(=O)CCn1cnc2onc(-c3ccc(F)cc3)c2c1=O	nt	3.1	?	?	0.9%	-6.0%	nt	-11.2%	nt
CC1(C)CC(=O)C(C=NCCN2CCN(C(=O)Cc3ccc(F)cc3)CC2)=C(O)C1	-0.6%	6.8	-9.1%	2.9%	3.5%	2.6%	10.2	i	0.8%
COC(=O)C1=C(c2ccc(OC(F)(F)F)cc2)C[C@@H]2CC[C@H]1N2C(=O)NCCNC(C)=O	-3.2%	2.2	16.4%	7.7%	8.5%	2.9%	-2.6	-24.6%	-7.8%
CCCCn1c(O)c(C(C)=NCc2ccc(F)cc2)c(=O)[nH]c1=O	12.8%	0.6	-22.8%	20.1%	-0.5%	3.3%	18.7	-3.7%	-5.2%
COc1cccc(C(O)c2nc(-c3ccncc3)cs2)c1 (configuration not stated)	-2.3%	12.6	?	24.6%	-13.9%	12.2%	14.0	-47.0%[inhibitor]	-5.3%
COc1ccc(/C=C2\CCC(C3CCCC3)C2=O)c(OC)c1 (configuration not stated)	-2.3%	3.0	22.1%	9.7%	5.4%	39.3%[activator]	10.1	-9.3%	2.9%

These rows are one share of the data, so the mix of outcomes need not match the whole.
